Source: PubChem BioAssay (Sanford-Burnham Center for Chemical Genomics)
APJ ag: agonists of human APJ apelin receptor; CHO-K1 APJ PathHunter beta-arrestin, luminescence; 0% DMSO wells, 100% apelin; actives 0.11% (n = 330,000); AID 2520; P35414; activation, % at 20 µM;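 active = activation more than six SD over the plate average, tested at 20 µM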;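 note: 0% = DMSO alone and 100% = apelin-13 at 10 nM; some results filed as inactive read as strong as hits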
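Incubation: overnight seeding, 90 min compound at 25 °C, 1 h detection; test system: PathHunter CHO-K1 APJ (AGTRL-1) beta-arrestin reporter cells; amount: 1000 cells/well; doses: one dose, 20 µM compound, 1% DMSO; measured by: beta-gal luminescence; measure: agonist-driven arrestin binding to APJ; benchmarks: negative DMSO alone, positive Apelin-13 at 10 nM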
APJ antagonist: blocks the human apelin receptor APJ. P35414. CHO-K1 APJ beta-arrestin complementation, luminescence. inhibition, % at 20 µM. actives 0.32% (n = 330,000). AID 2521;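 active = inhibition above about 40% at 20 µM, limit read from the data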;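 note: cells challenged with 10 nM apelin-13 agonist together with compound; plate controls were apelin-13 plus DMSO wells for no effect and DMSO wells lacking apelin-13 for full effect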
XBP1 UPR activ: adaptive UPR (XBP1) activation; actives 0.33% (n = 330,000); AID 463104; activation, % at 20 µM; CHO-XBP1 luciferase reporter, IRE1-XBP1 UPR activation, luminescence; percent of tunicamycin response, DMSO as zero;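 active = versus positive control, 20 µM dose yields 30% or more activation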;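 note: 100% = tunicamycin at 10 µg/mL and 0% = DMSO only wells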
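Test system: CHO-XBP1 luciferase reporter cells | Buffer or medium: Serum-containing F12 medium, 10% FBS | Schedule: 6 h compound exposure at 37 °C, 5% CO2 | Detection: Steady-Glo luciferase glow luminescence, 10 min after reagent addition | Read-out basis: Activation, % of tunicamycin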
Mdm2 MdmX PPI: disrupts the human Mdm2-MdmX interaction. actives 3% (n = 330,000). AID 485346. SaOS-2 split-luciferase Mdm2/MdmX complementation, luminescence. O15151+Q00987. inhibition, % at 8 µM;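 active = inhibition of at least 50% at 8 µM in the primary screen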
CCR6 antag: CCR6 (human) receptor antagonism | AID 493098 | actives 0.49% (n = 340,000) | CHO-K1 CCR6 PathHunter beta-arrestin, luminescence, CCL20-stimulated | inhibition, % at 20 µM;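 active = compounds whose inhibition of the agonist-driven luminescence signal at 20 µM reaches about 50%, limit read from the data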;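 note: cells stimulated with CCL20 at 14 nM final; plate controls were DMSO with CCL20 for no effect and DMSO without agonist for full effect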
Target sequence (P51684 whole entry, looked up): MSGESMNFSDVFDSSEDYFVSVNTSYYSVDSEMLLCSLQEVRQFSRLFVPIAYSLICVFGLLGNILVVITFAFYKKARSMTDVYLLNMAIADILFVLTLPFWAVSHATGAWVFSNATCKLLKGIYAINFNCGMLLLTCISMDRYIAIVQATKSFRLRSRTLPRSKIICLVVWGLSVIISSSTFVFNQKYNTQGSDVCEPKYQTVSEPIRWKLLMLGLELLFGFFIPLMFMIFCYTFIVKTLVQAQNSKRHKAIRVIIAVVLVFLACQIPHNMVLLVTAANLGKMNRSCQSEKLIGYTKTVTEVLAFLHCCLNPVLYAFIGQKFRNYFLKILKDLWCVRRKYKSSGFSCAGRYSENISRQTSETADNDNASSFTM
CXCR6 inh: inhibitors of human CXCR6 receptor. inhibition, % at 20 µM. O00574. CHO-K1 PathHunter CXCR6 beta-arrestin, luminescence. actives 0.36% (n = 360,000); in the data active = inhibition above about 34%, passing the limit was not always enough;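 note: antagonist mode with CXCL16 agonist at 10 nM final; 0% = 10 nM CXCL16 with DMSO and 100% = unstimulated wells without agonist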
Target sequence (O00574 whole entry, looked up): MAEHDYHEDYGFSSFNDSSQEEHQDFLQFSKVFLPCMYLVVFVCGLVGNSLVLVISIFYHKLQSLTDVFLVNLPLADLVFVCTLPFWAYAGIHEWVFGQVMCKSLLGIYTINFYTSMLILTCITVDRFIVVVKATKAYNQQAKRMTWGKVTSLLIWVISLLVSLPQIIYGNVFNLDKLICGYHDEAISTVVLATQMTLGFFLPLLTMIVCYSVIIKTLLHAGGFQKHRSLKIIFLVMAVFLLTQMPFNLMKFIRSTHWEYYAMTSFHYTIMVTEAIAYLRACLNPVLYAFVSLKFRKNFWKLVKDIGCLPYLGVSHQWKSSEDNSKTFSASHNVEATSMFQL
tim23-1 inh: growth inhibitors of tim23-1 mutant yeast. S. cerevisiae tim23-1 growth, BacTiter-Glo luminescence, 24 h. inhibition, % at 20 µM. actives 1.3% (n = 330,000). AID 463212;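 active = growth inhibition of the mutant yeast at or above 50%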;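 note: temperature-sensitive mutant grown at 25 °C; plate controls were DMSO-treated mutant yeast for no effect and medium wells lacking yeast for full effect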
EBI2 antag: antagonists of human EBI2 receptor | actives 0.81% (n = 360,000) | inhibition, % at 5 µM | EBI2 beta-arrestin recruitment, luminescence, 7a,25-OHC stimulated; in the data active = inhibition above about 38%;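 note: enzyme fragment complementation signal reports receptor beta-arrestin coupling in cells; 0% = agonist plus DMSO wells and 100% = wells without agonist; some results beyond the cut were filed as inactive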
Target sequence (P32249 whole entry, looked up, the tested form may be a part): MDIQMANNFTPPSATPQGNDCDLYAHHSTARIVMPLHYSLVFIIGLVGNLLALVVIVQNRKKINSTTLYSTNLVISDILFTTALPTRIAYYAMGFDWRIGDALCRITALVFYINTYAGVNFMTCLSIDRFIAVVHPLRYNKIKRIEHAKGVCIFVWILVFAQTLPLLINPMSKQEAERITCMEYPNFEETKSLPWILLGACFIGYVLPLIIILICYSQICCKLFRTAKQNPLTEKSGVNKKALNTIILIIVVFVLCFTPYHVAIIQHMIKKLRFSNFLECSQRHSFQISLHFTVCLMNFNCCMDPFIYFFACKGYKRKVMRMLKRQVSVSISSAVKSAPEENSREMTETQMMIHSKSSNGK
UPR CHOP act: activators of apoptotic arm of unfolded protein response (CHOP). CHO-CHOP luciferase reporter, UPR activation, luminescence; percent of tunicamycin response over DMSO baseline. activation, % at 10 µM. actives 0.34% (n = 330,000);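 active = at 10 µM dose, activation of 40% or more, normalized to positive control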;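 note: 100% = tunicamycin at 10 µg/mL and 0% = DMSO alone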
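System: CHO-CHOP luciferase reporter cell line; amount: 500 cells/well; buffer or medium: F12 medium containing 10% fetal bovine serum; incubation: 6 h compound exposure at 37 °C after overnight seeding; measured by: luciferase luminescence after 10 min with Steady-Glo reagent; evaluation: % reporter activation, DMSO baseline versus tunicamycin full activation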
The depositor's hits bear a star; . = not tested or not shown. Some of the compounds tested (hit frequency here may not be typical).

SMILES	APJ ag	APJ antagonist	XBP1 UPR activ	Mdm2 MdmX PPI	CCR6 antag	CXCR6 inh	tim23-1 inh	EBI2 antag	UPR CHOP act
CN(C=[N+](C)C)c1cccc2c1C(=O)c1ccccc1C2=O	1	-7	0	-23	-3	-16	5	1	5.1
COc1cc(/C=C2\SC(=Nc3ccc(O)cc3)NC2=O)cc(OC)c1O	-2	9	6	56*	10	-2	-41	7	-0.3
COc1ccc(C(C(N)=O)c2ncc(C(F)(F)F)cc2Cl)cc1OC (stereo unspecified)	0	-1	-1	5	-14	11	18	2	-1.3
CCOc1ccc2nc(N3CCC(C(=O)N4CCN(c5ncccn5)CC4)CC3)sc2c1	-3	-2	2	4	-4	6	1	2	1.2
O=C(OC1CCCCC1=O)c1cc(S(=O)(=O)N2CCOCC2)ccc1F (stereo unspecified)	0	14	-3	21	-8	3	20	-7	0.2
O=C(Nc1cccc(-c2cccc(Cl)c2)c1)C1CCN(Cc2ccc(CO)o2)CC1	2	1	-5	24	8	-6	11	9	1.1
Cc1cccc(N2CCCC2=Nc2ccc(Br)cc2C#N)c1	-5	-5	1	20	30	-2	19	11	0.8
COc1ccc(CNC(=S)Nc2cccc(OC)c2)cc1	-1	-7	-2	13	-2	-8	30	6	1.3
COc1cccc(NC(=O)CN(C)C(=O)c2ccc(NC3CC3)c([N+](=O)[O-])c2)c1	-5	11	-1	23	12	16	13	-1	-0.5
O=C(NC1CCN(S(=O)(=O)c2ccccc2C(F)(F)F)CC1)c1ccco1	-3	8	0	0	16	-2	13	-8	0.1
COc1cccc(NC(=O)CN(C)C(=O)Cn2c(=O)oc3ccccc32)c1	0	4	-2	-14	4	-2	8	-1	2.4
CSc1nc(Sc2ccc(Cl)cc2)c2ccccc2n1	-2	-10	2	25	5	4	9	-12	0.0
COc1cc(/C=C2/C(=O)N(c3ccc(Br)cc3)N=C2C)cc([N+](=O)[O-])c1O	-10	48*	-1	0	.	.	11	.	0.9
CCN(C(=O)COC(=O)c1ccc(OCc2c(C)noc2C)cc1)c1ccccc1	-2	14	-5	19	-2	-8	22	8	-1.3
CC(C)(C)C(=O)Nc1ccc(S(=O)(=O)N2CCCC2)cc1	-2	15	-6	11	16	-4	17	2	-1.7
COC(=O)c1ccccc1NC(=O)C1CCN(C(=O)Cc2ccccc2)CC1	4	-11	-6	16	14	-4	18	8	1.6
COc1ccc(N(C(=O)c2cnccn2)C(C(=O)NC2CCCCC2)c2ccc(O)cc2)cc1 (stereo unspecified)	-4	9	0	7	-2	-6	10	-3	-1.8
COC(=O)CCSc1cc(NCCOC(C)=O)c([N+](=O)[O-])c2nonc12	-3	21	-2	-15	33	27	-24	2	-1.5
Cc1sc2nc(CN3CCOCC3)nc(NCCc3ccccc3)c2c1C	-4	27	0	-16	14	-4	36	-1	-0.7
Cc1ccc(NC(=O)C/C(N)=N/O)cc1Cl	-2	2	-3	27	-10	0	1	-12	-0.5
O=C(c1ccccc1F)N1CCN(Cc2nc3sc4c(c3c(=O)[nH]2)CCCC4)CC1	-2	24	-4	22	0	4	-25	5	-0.3
CC(OC(=O)c1ccccc1C(=O)N(C)Cc1ccccc1)C(=O)NC1(C#N)CCCCC1 (stereo unspecified)	-3	-6	-2	3	1	-1	18	20	0.9
CS(=O)(=O)c1ccc([C@@H](O)[C@@H](CF)NC(=O)C(Cl)Cl)cc1	-1	10	0	5	-5	1	8	-2	-1.8
O=C(CN1C(=O)NC2(CCCCCC2)C1=O)N1CCCCC1	-5	17	1	-17	-13	-11	9	-3	1.5
CCOC(=O)C1=NN(c2ccc(Cl)cc2)C(c2ccccc2)CC1=O (stereo unspecified)	-5	2	-1	0	4	4	37	-5	0.5
Further results follow.
SMILES	APJ ag	APJ antagonist	XBP1 UPR activ	Mdm2 MdmX PPI	CCR6 antag	CXCR6 inh	tim23-1 inh	EBI2 antag	UPR CHOP act
CN(Cc1ccccc1)C(=O)CNC(=O)C12CC3CC(CC(C3)C1)C2	-5	9	1	24	12	0	28	-9	-2.0
C[C@H](NC(=O)C1CC(=O)N(c2ccc3c(c2)OCO3)C1)C(=O)NC1CCCC1 (stereo partly specified)	3	20	-3	9	-6	5	-2	-1	4.4
CCSc1nnc2c(Cl)cc(Cl)cn12	-1	9	-1	13	-11	6	15	-2	-3.4
CC(C)CCNC(=O)NC(=O)CSc1nnc(-c2ccccc2F)n1N	-8	2	1	4	2	1	-4	-8	-0.5
O=C(CSc1ccc2nnc(-c3ccc(Cl)cc3)n2n1)N1CCCc2ccccc21	-1	14	50*	84*	5	7	-2	13	3.2
CCN1C=C(Cc2ccccc2C)C2=C(C1)C(c1ccccc1C)C(C#N)=C(N)O2 (stereo unspecified)	-1	-4	-1	49	7	14	16	28	1.5
CC(NC(=O)C1C(=O)N(CCO)C2(C)CC1c1ccccc1O2)c1ccccc1 (stereo unspecified)	-1	-2	-1	31	8	-8	13	-6	0.1
Nn1c(=O)c2ccccc2n2c(SCc3ccccc3)nnc12	-1	8	0	1	22	7	8	2	2.8
CC1=CN2C(=N)/C(=C/c3ccc(Sc4ccc(Cl)cc4)o3)C(=O)N=C2S1	-3	20	0	21	52*	19	10	3	5.8
Cc1ccccc1Nc1nc(-c2sc(NC(=O)c3ccc([N+](=O)[O-])cc3)nc2C)cs1	-3	-26	4	-15	.	.	13	.	3.9
CCc1cc(N2CCOCC2)cc2c1[nH]c1ccccc12	4	-27	0	17	7	-6	24	3	1.2
CCNc1ccc(Br)cc(C(=O)/C=C/c2ccc(Cl)cc2Cl)c1=O	-1	4	0	-4	26	0	38	15	10
CCOC(=O)c1c(CC(C)C)csc1NC=O	-3	-8	4	15	-1	-3	-18	8	-1.3
NC(=S)N/N=C/c1coc2cc(Br)ccc2c1=O	10	-15	0	0	2	-18	58*	-1	-0.5
CSc1nc(-c2ccco2)nn1C(=O)CCc1ccccc1	1	9	1	4	-4	-8	33	17	-2.4
CC1=C(C(=O)Nc2ccccc2C(=O)NCCCN2CCN(C)CC2)SCCO1	-3	-48	-7	21	12	-2	16	-2	-1.6
CCc1nnc(SCC(=O)Nc2ccccc2)n1CC1CCCO1 (stereo unspecified)	-3	1	-1	14	-2	5	-8	0	-0.4
CCN(C[C@H]1N[C@@](CC)(C(=O)OC)[C@H]2C(=O)N(C)C(=O)[C@@H]12)S(=O)(=O)c1ccc(-c2ccccc2)cc1	-1	2	-1	12	9	4	29	-1	0.3
Cn1c(=O)n(C)c2cc(NS(=O)(=O)c3ccc4c(c3)CCCC4)ccc21	-2	-24	1	-4	-5	0	-27	-5	-0.3
CC1CCCN(CCCNS(=O)(=O)c2ccc3c(c2)CCN3C(=O)C2CC2)C1 (stereo unspecified)	0	6	-4	7	10	-3	1	1	-2.4
CCOC(=O)c1nn(-c2ccccc2)c(=O)cc1OCC(=O)Nc1ccccc1OCC	4	13	-1	19	3	-1	-17	6	0.3
COc1ccc(Cl)cc1NC(=O)CCN1C(=O)C2C3C=CC(C4CC34)C2C1=O (stereo unspecified)	-5	1	-4	16	-10	1	1	-2	-0.9
Cc1ccc(-n2c(=O)c3c4c(sc3n(Cc3cc(=O)n5ccccc5n3)c2=O)CCC4)cc1C	0	-2	2	4	-4	-2	6	0	4.0
COc1cc(C(=O)NC(=S)NNC(=O)[C@H]2C[C@@H]2c2ccccc2)cc(OC)c1OC	0	22	-2	22	6	14	14	-17	-1.9
COC(=O)c1ccc(CN2C(=O)NC3(CCCCC3C)C2=O)o1 (stereo unspecified)	-2	-6	-1	-15	-12	-8	21	4	-1.8
(list continues)
SMILES	APJ ag	APJ antagonist	XBP1 UPR activ	Mdm2 MdmX PPI	CCR6 antag	CXCR6 inh	tim23-1 inh	EBI2 antag	UPR CHOP act
CSCCC(NC(=O)c1ccccc1Cl)C(=O)N1CCCCC1 (stereo unspecified)	-3	5	1	-1	-8	2	8	-2	1.3
Cn1nc(C(F)(F)F)c(-c2ccc(Br)cc2)c1NC(=O)c1nccnc1C(=O)O	-4	-1	-2	9	8	12	5	5	-2.0
CSc1ccc(CNc2nc3ccccc3n3cnnc23)cc1	-2	7	3	-10	-2	-3	-2	11	0.4
CCOC(=O)c1ccc(N(C(=O)CNC(=O)c2ccco2)C(C(=O)NCC2CCCO2)c2ccc(OC)c(OC)c2)cc1 (stereo unspecified)	1	12	7	-8	14	-4	9	1	0.8
COc1cnn(-c2cccc(C)c2)c(=O)c1Cl	1	3	-2	22	7	9	-20	-10	5.7
Cc1cc(NC(=O)CSc2nnc(Cc3cccn3C)n2CCc2ccccc2)no1	-2	-6	10	17	11	10	17	2	-0.3
Cc1nc2cc(NC(=O)N3c4ccccc4CC3C)ccc2o1 (stereo unspecified)	2	7	-3	-70	-13	-9	-2	-12	0.9
CCOC(=O)C1NN=C(C(=O)c2ccc(C)cc2)C1c1ccc(C)cc1 (stereo unspecified)	-1	17	0	16	13	10	31	18	3.7
CCOC(=O)c1c(S(=O)(=O)NC2CCN(C(=O)OCC)CC2)c(C)n(C)c1C	-6	-5	0	4	6	-6	13	-17	3.4
Fc1ccc(Nc2ncnc3sccc23)cc1	2	9	0	14	10	-5	26	-7	5.1
Cc1nn(Cc2ccccc2)c(Cl)c1/C=C/C(=O)OCC(=O)N1CCCC1=O	-2	-13	-4	2	2	-3	-19	0	1.5
C/C(=N/NS(=O)(=O)c1ccc(C)cc1)[C@H]1C[C@@H]1c1ccccc1	-3	10	10	-6	0	13	15	4	0.9
O=S(=O)(Nc1ccc(O)cc1)c1cccc2cccnc12	0	14	-4	18	3	-9	-9	-3	2.0
CCN(CC)C(=O)c1cc(-c2ccc3c(c2)OCO3)on1	-2	12	-5	-78	13	2	7	5	3.4
COCCn1nnnc1SCC(=O)c1ccccc1	-3	-5	0	-30	-2	3	19	4	2.5
Cc1ccc(S(=O)(=O)N(C)c2ccccc2C(=O)NC2CCCC2)cc1	1	8	-1	-17	8	0	22	-6	2.9
CCC(CC)N1CCN(CC2CC=CCC2)CC1 (stereo unspecified)	-4	16	0	12	7	3	6	12	-1.1
CC(C)[C@H](NC(=O)[C@@H]1CSC2c3ccccc3C(=O)N21)C(=O)NCC1CCCO1 (stereo partly specified)	-3	11	1	24	-4	-6	-8	1	0.6

An excerpt from above, reduced to tim23-1 inh, EBI2 antag and CCR6 antag.
molecule,tim23-1 inh,EBI2 antag,CCR6 antag
CCOC(=O)c1nn(-c2ccccc2)c(=O)cc1OCC(=O)Nc1ccccc1OCC,-17,6,3
Cc1sc2nc(CN3CCOCC3)nc(NCCc3ccccc3)c2c1C,36,-1,14
COc1ccc(N(C(=O)c2cnccn2)C(C(=O)NC2CCCCC2)c2ccc(O)cc2)cc1 (stereo unspecified),10,-3,-2
